SW480 rerep: A quantitative high throughput screen for small molecules that induce DNA re-replication in SW480 colon adenocarcinoma cells; SW480 DNA re-replication, Hoechst DNA content imaging, 48 h; Potency, µM (highest dose often 46.1 µM), for the others: top-dose re-replication activation, hits mostly activators; AID 624297, 2012; actives 1.8% (n = 340,000); further: potency means the concentration at half of the fitted maximal effect; % of control where 0% means no effect; nearly all actives have a fitted effect of over 55% in size
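DNA re-replication was detected as more nuclei of elevated Hoechst intensity after 48 hr exposure to compound (23 nL pinned per well of 250 cells).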
GLP-1R agonist: qHTS of GLP-1 Receptor Agonists | Potency, µM (top dose mostly 45.6 µM), without a hit: at the top dose activation, hits mostly activators | HEK293 GLP-1R CRE-luciferase, luminescence, 4-6 h; cells express a hypersensitive GLP-1R form | Glucagon-like peptide 1 receptor (Homo sapiens), P43220 | actives 0.007% (n = 380,000) | AID 624172, 2012; further: potency means the concentration at half of the fitted maximal effect; % of control where 0% means no effect
Target sequence (P43220 whole entry, looked up): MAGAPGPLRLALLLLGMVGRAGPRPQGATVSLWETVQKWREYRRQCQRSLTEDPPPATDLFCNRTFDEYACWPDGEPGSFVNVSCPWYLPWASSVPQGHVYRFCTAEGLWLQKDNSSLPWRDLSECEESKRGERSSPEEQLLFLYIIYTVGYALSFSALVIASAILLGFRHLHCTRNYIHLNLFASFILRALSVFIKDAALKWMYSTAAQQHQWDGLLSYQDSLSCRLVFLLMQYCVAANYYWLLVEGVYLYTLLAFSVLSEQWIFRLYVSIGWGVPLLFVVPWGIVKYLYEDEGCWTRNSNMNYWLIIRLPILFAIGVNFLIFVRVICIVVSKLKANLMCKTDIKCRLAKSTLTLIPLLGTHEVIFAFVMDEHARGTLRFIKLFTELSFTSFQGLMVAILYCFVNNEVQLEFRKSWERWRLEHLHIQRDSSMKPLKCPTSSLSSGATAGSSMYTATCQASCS
KB-3-1 cytotox: qHTS assay for MDR1-selective chemotherapeutics: Primary screen using the parental adenocarcinoma cell KB-3-1. KB-3-1 viability, CellTiter-Glo ATP luminescence, 72 h. Potency, µM (top dose mostly 46.1 µM), for inactives: top-dose activity change, negative = cytotoxic, actives largely listed as cytotoxic. actives 1.4% (n = 400,000); further: potency means the concentration at half of the fitted maximal effect; on the % scale 0 is the no-effect control and ±100 the full control effect; nearly all actives have a fitted effect of over 60% in size
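Cytotoxicity in the drug-sensitive parental line KB-3-1 was scored as loss of CellTiter-Glo luminescence following 72 h incubation with compound. Values come from curve fitting of normalized concentration-response data.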
HT1080NT lethal: qHTS for induction of synthetic lethality in tumor cells producing 2HG: qHTS for the HT-1080-NT fibrosarcoma cell line; HT-1080-NT fibrosarcoma viability, CellTiter-Glo ATP luminescence, 48 h; Potency, µM (titrated, usually from 46.1 µM), for inactives: at the highest dose activity, negative = less viability, usual class: cytotoxic; actives 1.6% (n = 360,000); AID 686970, 2013;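 further: NT is the 2HG producing partner of a matched IDH1 knockdown line; potency means the concentration at half of the fitted maximal effect; 0% = DMSO-treated cells and -100% = media-only wells without cells; nearly all actives have a fitted effect of over 55% in size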
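Viability of the 2HG-overproducing fibrosarcoma line after 48 hours of compound exposure at 37 degrees C was determined by luminescence with CellTiter-Glo, and concentration-effect curves were then fitted and categorized.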
D3 antag: qHTS of D3 Dopamine Receptor Antagonist: qHTS; D(3) dopamine receptor (Homo sapiens), P35462; D3R cells, DiscoveRx beta-arrestin luminescence, antagonist mode; active compounds read low; max response, negative = inhibition, %; actives 2.5% (n = 360,000); AID 652054, 2013; in the data active means max response below about -50%; inconclusive means no clear call, values can overlap the other calls; further: on the % scale 0 is the no-effect control and ±100 the full control effect; mostly tested at two doses, the higher about 12 µM
Target sequence (P35462 whole entry, looked up): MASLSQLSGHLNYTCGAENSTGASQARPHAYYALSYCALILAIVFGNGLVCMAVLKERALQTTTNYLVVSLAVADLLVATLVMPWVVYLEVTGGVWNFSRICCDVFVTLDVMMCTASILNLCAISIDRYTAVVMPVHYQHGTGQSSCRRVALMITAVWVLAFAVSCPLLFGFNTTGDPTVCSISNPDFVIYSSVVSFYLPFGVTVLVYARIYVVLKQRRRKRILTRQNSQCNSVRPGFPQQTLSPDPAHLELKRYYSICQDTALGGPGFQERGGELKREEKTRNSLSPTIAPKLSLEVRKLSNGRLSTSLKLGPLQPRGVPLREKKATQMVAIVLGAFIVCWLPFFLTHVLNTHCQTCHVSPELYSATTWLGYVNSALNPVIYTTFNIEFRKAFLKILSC
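Cells plated overnight at 1500 cells/well, then exposed to library compounds with dopamine controls for 90 minutes at 37 degrees C. DiscoveRx reagent added for 30–60 minutes at room temperature; luminescence read, quantitative HTS format.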
HT1080 IDH1KD tx: qHTS for induction of synthetic lethality in tumor cells producing 2HG: qHTS for the HT-1080-IDH1KD cell line; actives 2% (n = 360,000); AID 686971, 2013; HT-1080 IDH1 knockdown viability, ATP luminescence, 48 h; Potency, µM (top dose mostly 46.1 µM), for the others: at the highest dose activity, negative = toxicity, usual class: cytotoxic;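 further: potency means the concentration at half of the fitted maximal effect; 0% = DMSO wells and -100% = cell-free medium wells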
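IDH1KD HT-1080 cells, 750/well, RPMI + 5% FBS; compound pinned after 2 h settling; 48 h, 37 °C; CellTiter-Glo luminescence; % activity normalised to DMSO and no-cell wells; curves fitted, classed by r2 and efficacy.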
DRD3 agonist: qHTS of D3 Dopamine Receptor Agonist: qHTS; D3R DiscoveRx beta-arrestin cells, luminescence, 90 min; max activation, %; actives 0.58% (n = 410,000); AID 652048, 2013; in the data active means max activation above about 30%; further: 0% is about no effect; mostly tested at two doses, the higher about 12 µM
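Agonist-mode cell screen: cells plated at 1500/well and incubated overnight at 37 °C, then exposed to library compounds for 90 min at 37 °C. Detection reagent was added for 30–60 min at room temperature, and luminescence was read.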
IL-1B inflam inh: qHTS for Inhibitors of Inflammasome Signaling: IL-1-beta AlphaLISA Primary Screen. THP-1 LPS/ATP IL-1B secretion, AlphaLISA, 16 h; active compounds read low. activity change, % at 57.5 µM. actives 4.7% (n = 360,000); in the data active means activity change below about -50%; inconclusive means mostly about -30% to -49%; further: on the % scale 0 is the no-effect control and ±100 the full control effect
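Secreted IL-1B measured by AlphaLISA bead assay after 16 h compound exposure of THP-1 cells; compounds (final up to 57.5 uM) added 1 h before LPS (250 ng/mL) and ATP (1.25 mM) stimulation; lower signal means less secretion.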
KB-V1 MDR tox: qHTS assay for MDR1-selective chemotherapeutics: Primary screen using the drug-selected MDR subline cells KB-V1 | actives 3.4% (n = 400,000) | AID 1347076, 2019 | Potency, µM (highest dose often 46.1 µM), for inactives: at the top dose activity change, negative = cytotoxicity, usual class: cytotoxic | KB-V1 MDR cells viability, CellTiter-Glo, 72 h; further: potency means the concentration at half of the fitted maximal effect; on the % scale 0 is the no-effect control and ±100 the full control effect; nearly all actives have a fitted effect of over 60% in size
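Drug-selected KB-V1 cells, grown in DMEM lacking phenol red with 10% FBS, receive compound titrations; after three days at 37 degrees C, surviving cell ATP is quantified by CellTiter-Glo luminescence and responses normalized and curve-fitted.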
* hit, by the source's call; ? = inconclusive; / = not tested or not shown; & = joins results of further samples; [ ] = dose if it differs, or a comment. Unless noted, the call rests on the fitted dose curve; in most records, active means well fitted curve in the direction sought with a large enough effect; inconclusive means small, poorly fitted or top-dose-only effect, or another doubt; inactive means no such curve, though single readings can be large; an effect the other way counts as inactive or inconclusive.

SMILES	SW480 rerep	GLP-1R agonist	KB-3-1 cytotox	HT1080NT lethal	D3 antag	HT1080 IDH1KD tx	DRD3 agonist	IL-1B inflam inh	KB-V1 MDR tox
O=C(COc1ccc(Cl)c(Cl)c1)NN1C(=O)C2C(C1=O)C1C=CC2C12CC2 (stereo not drawn)	1µM*	-2%	2%	-1%	0	-1%	0	-1	-8%
CC(=O)c1ccc(N2CCN(C(=S)Nc3ccc(Cl)c(Cl)c3)CC2)cc1	-13%	10%	7%	16%	-27	6%	0	2	5%
CCOC(=O)N1CCN(c2ccc(Cl)cc2)CC1	3%	5%	8%	8%	8	7%	4	62	1%
CCc1ccc(NS(=O)(=O)c2c(C)noc2C)cc1	-27%	-6%	-2%	0%	-2	-3%	5	9	-2%
CCOC(=O)/C(C#N)=C/c1ccc(OCC(=O)Nc2ccc(C)c(C)c2)c(OC)c1	-5%	9%	3%	3%	12	8%	-15	26	5%
CCOC(=O)NC(=O)/C(N=Nc1cc(C)cc(C)c1)=C(\C)O	?	0%	-3%	3%	-11	1%	0	-29	0%
CCOC(=O)c1c(C)nc2c(c1-c1cc(OC)ccc1OC)C(=O)CC(C)(C)C2	-11%	-1%	0%	0%	?	0%	4	-8	?
CC(C)OC(=O)c1c(NC(=O)c2ccco2)sc2c1CCCCC2	-6%	1%	17%	-28%	-5	?	0	-13	1%
Cc1noc(C)c1COc1ccccc1C(=O)N1CCN(S(=O)(=O)c2ccccc2C#N)CC1	-5%	19%	2%	-3%	-14	-1%	5	7	15µM*
Cc1ccc2nc(NC(=O)CSc3nc(=O)n(CCCN(C)C)c4c3CCC4)sc2c1	?	6%	?	?	-2	?	3	-22	17%
O=C1Nc2ccccc2C1Cc1ccccc1 (stereo not drawn)	0%	?	11%	9%	2	4%	29	-8	13%
CC1(C)CC(=O)C2=C(C1)NCN(CCCN1CCOCC1)C2	-11%	-9%	0%	2%	-2	4%	-4	0	17%
C/C=C/C(=O)Nc1cccc(C2=NOC3(C2)C[C@@H](C(N)=O)N(C(=O)c2cc([N+](=O)[O-])cc([N+](=O)[O-])c2C)C3)c1 (stereo partly drawn)	14%[9.22 µM]	-1%	7%	7%	-14	14%	0	-22	15%
CCOc1ccc(Nc2cc(=O)[nH]c(=O)[nH]2)cc1	2%	0%	4%	3%	113	4%	0	15	17%
CC(C(=O)Nc1ccccc1F)N1C(=O)c2ccccc2C1=O (stereo not drawn)	-11%[9.22 µM]	-8%	-2%	22%	7	22%	4	27	5%
O=C(CSc1ccccc1C(=O)O)NC1CCCCCC1	-30%	-1%	10%	6%	-11	5%	2	19	14%
O=c1c2c(nc3nc(NCc4cccc(Cl)c4)[nH]n13)CCC2	0%	0%	4%	25%	-13	9%	19	36	22%
CN(Cc1ccccc1)C(=O)CN(C1CCCCC1)S(C)(=O)=O	-3%	-7%	16%	12%	-26	4%	-1	15	2%
O=C1CCCC(O)=C1N=Nc1ccc(C(=O)O)cc1	-4%	-1%	3%	1%	2	1%	1	20	16%
C=CCOc1ccc(/C=C/C(=O)OCC(=O)N2CCN(C(C)=O)CC2)cc1	8%	3%	0%	-4%	-3	-6%	-6	9	-16%
NNc1ccc(Cl)c(C(=O)O)c1	-6%	-3%	1%	4%	2	8%	-3	-11	3%
CCCC(=O)n1nc(-c2cccnc2)nc1N	-16%	-2%	-4%	-1%	16	-4%	-4	2	7%
Cc1nc(SCc2ccccc2C#N)n[nH]1	2%	-6%	9%	12%	1	3%	-4	-1	7%
COc1cc(CN2CCN(Cc3ccc(C)cc3)C(CCO)C2)ccc1O (stereo not drawn)	-85%[inhibitor]	8%	19%	-1%	?	-11%	-16	2	-11%
CCOC(=O)C1C(C(=O)OC)=C(c2ccc(OC)cc2)c2ccc(OC)cc2N1S(=O)(=O)C(F)(F)F (stereo not drawn)	?	10%	7%	0%	54	2%	1	-16	1%
More compounds
SMILES	SW480 rerep	GLP-1R agonist	KB-3-1 cytotox	HT1080NT lethal	D3 antag	HT1080 IDH1KD tx	DRD3 agonist	IL-1B inflam inh	KB-V1 MDR tox
C=CCn1c(=O)c(C(=O)OCC)c(O)c2ccccc21	3%	-4%	2%	-5%	85	-4%	7	-8	-20%
COc1ccc(C(=O)Nc2cc(C)on2)cc1OC	-2%	-1%	-4%	-21%	-14	?	-6	-9	-13%
O=C(NC1=NCCS1)C12CC3CC(CC(C3)C1)C2	7%	0%	0%	-14%	2	-12%	-4	26	2%
NCCCS(=O)(=O)O	?	-4%&28%	0%&0%	28%&2%	41&9	-1%&13%	1&17	-16&12	4%&7%
N#Cc1ccc(S(=O)(=O)NCC(=O)OCC(=O)N2CCCC2=O)cc1	-5%	-16%	0%	1%	-10	14%	-6	-3	?
CCOc1ccc(C(=O)N(Cc2ccccc2)c2cccc(C)c2)cc1OC	-4%	7%	0%	2%	5	-1%	1	?	?
CN(C)C(=O)C[n+]1ccc(C(N)=O)cc1	-5%	-5%	-6%	-2%	-20	-1%	-3	6	19%
CCOC(=O)Cc1csc(NC(=O)CSc2nnc(-c3ccncc3)n2Cc2ccco2)n1	-30%[inhibitor]	11%	3%	-8%	23	-8%	2	24	6%
O=C1CC(NC2CCN(C(=O)c3cccc(F)c3)CC2)C(=O)N1 (stereo not drawn)	3%	-1%	-1%	13%	-9	6%	7	6	-1%
COc1ccc(CCNS(=O)(=O)c2ccccc2)cc1OC	-2%	0%	1%	7%	-5	7%	2	0	2%
C[N+](C)(C)CCN1C(=O)CSC1=O	-13%	9%	11%	12%	0	14%	1	20	?
CN1CCN(C(=O)C2CC(c3c(F)cccc3Cl)=NO2)CC1 (stereo not drawn)	0%	-4%	-8%	-14%	-2	7%[9.24 µM]	1	5	-19%
O=S(=O)(NC(=S)NC1CCCCC1)c1cccs1	-19%	1%	-7%	4%	-5	2%	4	11	4%
COc1ccccc1NC(=O)Nc1nc(CC(=O)Nc2cccc(F)c2)cs1	4%	-29%	-18%	-4%	53	-5%	-3	-9	-29%
N#C/C(=C\c1ccc(OCc2cccc(C(=O)O)c2)cc1)C(=O)NCc1ccco1	-6%	-6%	-3%	-1%	-2	-3%	-3	-5	-5%
CCOC(=O)C(C)Sc1ccc2nnc(CCNS(=O)(=O)c3ccc(C)cc3)n2n1 (stereo not drawn)	-2%	-2%	-3%&1%	-2%	0	-5%	-2&8	16	28%&19%
Cc1ccc2nc(NC(=S)NC(=O)c3cccs3)sc2c1	-15%	-9%	?	6%	2	8%	-9	21	?
Cc1cc(-c2ccccc2)n2nc(C)c(-c3ccccc3)c2n1	-4%	-3%	?	16%	34	8%	2	-9	-4%
Cc1ccc(C)c(Oc2cc(F)nc(N)n2)c1	-5%	10%	18%	8%	-5	6%	-11	9	-8%
O=C(CSc1nnc(-c2ccco2)n1Cc1ccccc1)NC(=O)NCc1ccco1	-1%	12%	3%	3%	-4	2%	-3	-10	21µM*
O=C(Cc1ccccc1)N/N=C\c1ccc(Br)o1	-1%	4%	?	1%	18	30%	-3	15	-4%
Cc1cccc(NC(=S)Nc2ccc(Oc3ccccc3)cc2)n1	3%	0%	?	-28%	-13	-2%	8	-20	?
CC1CCC(Nc2ncnc3onc(-c4ccc(Cl)cc4)c23)CC1 (stereo not drawn)	/	3%	-4%	/	/	/	2	/	19%
Cc1cccc(C)c1NC(=O)CN(C)C(=O)CC1OC(=O)c2ccccc21 (stereo not drawn)	-4%	9%	13%	-2%	-16	14%	-5	3	-6%
CC(=O)c1sc(Nc2ccccn2)nc1C	-1%	13%	15µM*	-9%	-10	-11%	7	10	?

Reprinted from the part before: 2 compounds; new compounds follow.
SMILES	SW480 rerep	GLP-1R agonist	KB-3-1 cytotox	HT1080NT lethal	D3 antag	HT1080 IDH1KD tx	DRD3 agonist	IL-1B inflam inh	KB-V1 MDR tox
Cc1cccc(C)c1NC(=O)CN(C)C(=O)CC1OC(=O)c2ccccc21 (stereo not drawn)	-4%	9%	13%	-2%	-16	14%	-5	3	-6%
CC(=O)c1sc(Nc2ccccn2)nc1C	-1%	13%	15µM*	-9%	-10	-11%	7	10	?
C=CCc1c(C)nc(SCC(N)=O)[nH]c1=O	-24%	1%	-7%	11%	-19	-4%	-20	15	-4%
COc1ccc(NS(=O)(=O)c2cc(NS(=O)(=O)c3cc(C(=O)O)ccc3OC)ccc2C)cc1	-27%	-8%	3%	6%	-7	-2%	-6	17	?
CC(NC(=O)c1cccc(Cl)c1)C1CC2CCC1C2 (stereo not drawn)	-11%	10%	-2%	-8%	-8	0%	-4	14	?
CN1C2C=C(N(CCc3c[nH]c4ccccc34)C(=O)c3ccc(Cl)cc3)CC1CC2 (stereo not drawn)	?	-3%	?	?	?	?	0	-15	23µM*
CC(=O)c1cccc(NC(=O)COC(=O)CCC(=O)c2ccc(F)cc2)c1	-3%	-3%	-3%	5%	19	6%	-1	16	0%
O=C(c1cc(COc2ccc(F)cc2Cl)on1)N1CCCC(c2ccccc2)C1 (stereo not drawn)	6%	19%	2%	-25%	-18	?	-5	-64*	?
Cc1cccc(OCC(=O)NCCCNC(=O)c2ccc(C)nc2)c1	6%	22%	14%	-3%	-1	1%	-11	15	21%
Cc1ccc(NC(=O)COc2ccc(/C=C3/NC(=O)NC3=O)cc2)cc1	0%	-1%	0%	-2%	16	0%	-2	30	0%
CC(=O)c1ccc(NC(=O)N2CCc3ccccc3C2)cc1	-3%	8%	11%	-1%	-7	-13%	-5	?	?

Source: PubChem

An unsorted share of the library; 12% or so of the library scored in one or more.
